GluA2 TARP mod: GluA2-stargazin AMPA receptor complex modulation | O88602+P19491 | HEK293 GluA2+stargazin, membrane potential dye (FDSS), glutamate EC50; hits were called plate by plate, in both directions | calls only at 30 µM | 40,000 compounds, 3.5% hits;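 active = any of four per-well response measures lying three or more SD from its plate-wide compound average, in either direction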
Target sequence (O88602 whole entry, looked up): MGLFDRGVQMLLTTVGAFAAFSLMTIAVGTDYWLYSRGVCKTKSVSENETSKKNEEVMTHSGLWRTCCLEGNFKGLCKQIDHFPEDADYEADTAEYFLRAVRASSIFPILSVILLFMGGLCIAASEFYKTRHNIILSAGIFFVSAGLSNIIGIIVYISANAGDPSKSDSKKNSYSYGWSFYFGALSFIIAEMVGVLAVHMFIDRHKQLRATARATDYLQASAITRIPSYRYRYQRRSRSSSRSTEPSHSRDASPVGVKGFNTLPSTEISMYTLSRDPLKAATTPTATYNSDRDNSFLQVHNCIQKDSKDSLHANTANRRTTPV
Target sequence (P19491 whole entry, looked up): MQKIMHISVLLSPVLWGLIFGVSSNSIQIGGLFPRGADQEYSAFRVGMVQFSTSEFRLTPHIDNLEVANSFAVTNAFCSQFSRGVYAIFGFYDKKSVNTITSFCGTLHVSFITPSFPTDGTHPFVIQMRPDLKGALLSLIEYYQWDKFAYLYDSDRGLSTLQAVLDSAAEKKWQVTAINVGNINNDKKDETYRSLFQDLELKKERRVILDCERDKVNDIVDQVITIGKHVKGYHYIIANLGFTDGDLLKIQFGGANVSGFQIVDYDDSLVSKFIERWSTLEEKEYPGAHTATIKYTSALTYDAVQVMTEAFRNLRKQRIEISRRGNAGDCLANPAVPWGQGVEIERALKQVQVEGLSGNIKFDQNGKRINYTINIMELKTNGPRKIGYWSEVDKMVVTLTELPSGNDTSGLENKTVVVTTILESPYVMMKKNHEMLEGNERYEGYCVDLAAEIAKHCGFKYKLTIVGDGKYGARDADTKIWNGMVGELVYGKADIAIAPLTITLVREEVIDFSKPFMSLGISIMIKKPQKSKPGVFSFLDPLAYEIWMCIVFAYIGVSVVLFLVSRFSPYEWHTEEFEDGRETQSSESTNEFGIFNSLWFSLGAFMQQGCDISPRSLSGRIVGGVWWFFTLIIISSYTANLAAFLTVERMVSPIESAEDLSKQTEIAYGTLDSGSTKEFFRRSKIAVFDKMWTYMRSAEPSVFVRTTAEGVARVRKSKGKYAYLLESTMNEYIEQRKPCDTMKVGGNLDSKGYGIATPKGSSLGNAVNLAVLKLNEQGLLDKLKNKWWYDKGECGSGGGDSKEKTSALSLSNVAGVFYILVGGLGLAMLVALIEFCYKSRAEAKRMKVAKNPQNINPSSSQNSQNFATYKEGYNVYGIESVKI
GluA2 TARP mod agonism max-min: also measured in GluA2 TARP mod; calls as there; compound max-min signal; compound-alone response (agonism);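 unitless range of fluorescence divided by baseline over first 100 seconds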
GluA2 TARP mod glutamate slope: also measured in GluA2 TARP mod; calls as there; glutamate slope, % of max; measured here: glutamate response slope, % max;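 scaled per plate between vehicle wells and maximal 1 mM glutamate control wells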
* hit, by the source's call; i = inactive; + = active, no number; & = joins results of further samples. These rows are one share of the data; the hit share may differ from the screen's.

Sample of the layout, six compounds:
SMILES | GluA2 TARP mod | GluA2 TARP mod agonism max-min | GluA2 TARP mod glutamate slope
CCOC(=O)CSc1nc2ccccc2c(=O)n1NC(=O)Cc1ccccc1 | i | 0.078 | 58
C#CCn1c(=NC(=O)c2ccn(C)n2)sc2cc(OCC)ccc21 | i | 0.098 | 61
CC(C)c1ccc(S(=O)(=O)Nc2ccc(CC(N)=O)cc2)cc1 | i | 0.087 | 49
CCOC(=O)C1=C(C)NC(=S)NC1c1ccc(OC)c(OC)c1 (stereo not drawn) | i | 0.12 | 59
COc1ccc(CC(=O)N2Cc3nn(-c4ccc(C)cc4)c(-n4cccc4)c3C2)cc1OC | i | 0.063 | 77
CCOc1ccc(/C=C/C(=O)Nc2c(C)cccc2C)cc1 | i | 0.044 | 55

The listing (from the top)
SMILES | GluA2 TARP mod | GluA2 TARP mod agonism max-min | GluA2 TARP mod glutamate slope
CCOC(=O)CSc1nc2ccccc2c(=O)n1NC(=O)Cc1ccccc1 | i | 0.078 | 58
C#CCn1c(=NC(=O)c2ccn(C)n2)sc2cc(OCC)ccc21 | i | 0.098 | 61
CC(C)c1ccc(S(=O)(=O)Nc2ccc(CC(N)=O)cc2)cc1 | i | 0.087 | 49
CCOC(=O)C1=C(C)NC(=S)NC1c1ccc(OC)c(OC)c1 (stereo not drawn) | i | 0.12 | 59
COc1ccc(CC(=O)N2Cc3nn(-c4ccc(C)cc4)c(-n4cccc4)c3C2)cc1OC | i | 0.063 | 77
CCOc1ccc(/C=C/C(=O)Nc2c(C)cccc2C)cc1 | i | 0.044 | 55
Cc1onc(-c2ccccc2Cl)c1C(=O)NCCn1nc(-c2ccccc2)n(C)c1=O | i | 0.11 | 65
CCC(CC)C(=O)Oc1c(S(=O)(=O)c2ccc(C)cc2)c(C)nn1C(C)(C)C | i | 0.063 | 60
COc1ccc(-n2nnnc2CNS(=O)(=O)c2ccc(Cl)cc2)cc1 | i | 0.081 | 66
Cc1cc(O)c(C(c2cccc(Cl)c2)c2c(O)cc(C)n(C)c2=O)c(=O)n1C | i | 0.061 | 59
O=C(NCCc1ccccc1)NCC1CCN(c2ccccn2)CC1 | i | 0.084 | 56
O=C(NCCNC(=O)C1CC1)c1ccc(NC(=O)C2CC2)cc1 | i | 0.073 | 50
CC(C)(C)C(=O)N1CCc2ccc(NC(=O)C34CC5CC(CC(C5)C3)C4)cc21 | i | 0.057 | 46
COc1cc(NC(=O)c2cccc(N3CCCS3(=O)=O)c2)cc(OC)c1OC | i | 0.091 | 50
CCOCCn1c(=O)c2c(nc3n(C4CCCC4)c(C)cn23)n(C)c1=O | i | 0.028 | 47
COc1ccc(C(CNS(=O)(=O)c2ccc([N+](=O)[O-])cc2)N2CCN(C)CC2)cc1 (stereo not drawn) | i | 0.081 | 56
Cc1ccc(NC(=O)c2oc3ccc(C)cc3c2C)cc1 | i | 0.068 | 62
COCCn1c(SCC(=O)N2CCCC2)nnc1-c1cn(C)nc1OC | i | 0.046 | 28
CN(C)S(=O)(=O)c1ccc(C(=O)N2CCN(c3cc(-n4ccnc4)ncn3)CC2)cc1 | i | 0.12 | 65
COc1ccc(CCC(=O)Nc2cccc(-c3ccc(=O)n(C)n3)c2)cc1 | i | 0.042 | 43

One compound at a time, as listed above. Order of values: GluA2 TARP mod, GluA2 TARP mod agonism max-min, GluA2 TARP mod glutamate slope
`O=C(NCCNC(=O)C1CC1)c1ccc(NC(=O)C2CC2)cc1` across the screens: i, 0.073, 50
`COc1ccc(CCC(=O)Nc2cccc(-c3ccc(=O)n(C)n3)c2)cc1` across the screens: i, 0.042, 43
`COc1ccc(C(CNS(=O)(=O)c2ccc([N+](=O)[O-])cc2)N2CCN(C)CC2)cc1` (stereo not drawn) across the screens: i, 0.081, 56
`CC(C)(C)C(=O)N1CCc2ccc(NC(=O)C34CC5CC(CC(C5)C3)C4)cc21` across the screens: i, 0.057, 46
`O=C(NCCc1ccccc1)NCC1CCN(c2ccccn2)CC1` across the screens: i, 0.084, 56

More records follow:
SMILES | GluA2 TARP mod | GluA2 TARP mod agonism max-min | GluA2 TARP mod glutamate slope
O=C(Cn1nc(-c2ccco2)c2sc(N3CCCCC3)nc2c1=O)c1ccc2c(c1)CCCC2 | i | 0.067 | 57
Cc1cc(C)cc(OCCNC(=O)/C=C/c2ccccc2)c1 | i | 0.053 | 71
CCOc1ccc2nc(NC(=O)CN3C(=O)c4ccccc4S3(=O)=O)sc2c1 | i | 0.093 | 66
COc1ccc(CNC(=O)c2cc(-c3cccs3)nc3c2c(C)nn3C2CCS(=O)(=O)C2)cc1 (stereo not drawn) | i | 0.12 | 54
COc1ccc(OC)c(-c2ccc(=O)n(CC(=O)Nc3cc(Cl)ccc3Cl)n2)c1 | i | 0.097 | 97
CC(C)CCNC(=O)C(=O)Nc1nccs1 | i | 0.097 | 36
COc1ccc(-n2nnc3c(N4CCN(C(=O)c5cccc(C)c5)CC4)ncnc32)cc1 | i | 0.13 | 64
COc1ccc(OC)c(NC(=O)C(=O)NCC2CCN(Cc3ccccc3)CC2)c1 | i | 0.063 | 58
O=C(c1cnn2ccccc12)N1CCN(S(=O)(=O)CCN2C(=O)CCCC2=O)CC1 | i | 0.074 | 63
Cn1ccnc1N1CCN(C(=O)C2CC(=O)N(c3ccc(Cl)cc3)C2)CC1 (stereo not drawn) | i | 0.09 | 61
CC(C)CC(=O)NCC(c1ccco1)N1CCOCC1 (stereo not drawn) | i | 0.089 | 56
CC(=O)N1CCN(c2ccnc3c2c(=O)n(CC(=O)NCCc2ccccc2)c(=O)n3C)CC1 | i | 0.13 | 59
CCOc1ccc(NC(=O)c2ccc(F)c(S(=O)(=O)N3CCN(c4ccccc4)CC3)c2)cc1 | i | 0.12 | 58
Cc1ccc(S(=O)(=O)N2CCCc3cc(NS(=O)(=O)c4cccc(C)c4)ccc32)cc1 | i | 0.091 | 63
CC(C)S(=O)(=O)c1cccc(C(=O)N2CCN(c3ccccc3)CC2)c1 | i | 0.043 | 66
C=C(C)Cn1c(N2CCN(c3ccc(OC)cc3)CC2)nc2c1c(=O)n(C)c(=O)n2C | i | 0.056 | 30
Cc1ccc(S(=O)(=O)Nc2ccc(S(=O)(=O)N3CCC(C)CC3)cc2)cc1 | i | 0.098 | 54
COc1ccc(-c2nc3c4cnn(-c5ccccc5Cl)c4ncn3n2)c(O)c1 | i | 0.16 | 54
CCNc1nc2c(c(=O)n(C)c(=O)n2C)n1CCCOc1ccccc1 | i | 0.1 | 53
O=S(=O)(Nc1ccc(-c2ccccc2)cc1)c1ccc(F)cc1 | i | 0.059 | 45

Overlap with the part before: two entries, then new ones.
SMILES | GluA2 TARP mod | GluA2 TARP mod agonism max-min | GluA2 TARP mod glutamate slope
CCNc1nc2c(c(=O)n(C)c(=O)n2C)n1CCCOc1ccccc1 | i | 0.1 | 53
O=S(=O)(Nc1ccc(-c2ccccc2)cc1)c1ccc(F)cc1 | i | 0.059 | 45
CCCCn1c(C2CC(=O)N(c3ccc(Cl)c(C)c3)C2)nc2ccccc21 (stereo not drawn) | i | 0.085 | 68
O=C(CSc1nc2ccccc2c(=O)n1Cc1ccccc1)N1CCOCC1 | i | 0.061 | 53
Cc1nc2ccccc2n1Cc1nnc(-c2ccccc2)o1 | i | 0.072&0.036 | 58&115
COc1cccc(-c2cc(C(=O)N3CCN(c4ccccc4F)CC3)n(C)n2)c1 | i | 0.069 | 63
COc1ccc(Cl)cc1NC(=O)C(=O)NCC1CCN(Cc2ccco2)CC1 | i | 0.076 | 62
CCOCCn1c(-n2nc(C)cc2C)nc2c1c(=O)n(CCN1CCOCC1)c(=O)n2C | i | 0.057 | 45
OCCN1CCN(CC(O)COCc2ccc(Cl)cc2)CC1 (stereo not drawn) | i | 0.041 | 48
O=C(Nc1ccc2c(c1)N(C(=O)C1CCCO1)CC2)c1ccc(C(F)(F)F)cc1 (stereo not drawn) | + | 0.21* | 63*
CC(=O)Oc1ccc2c(c1)O/C(=C\c1c(Cl)cccc1Cl)C2=O | i | 0.095 | 64
CSc1nc2ccccc2c(=O)n1N | i | 0.087 | 47
O=C(Cn1nc(-c2ccc(Br)cc2)ccc1=O)Nc1cccc(C(F)(F)F)c1 | i | 0.059 | 59
Cc1ccc(N2CCCS2(=O)=O)cc1NC(=O)Nc1ccc(Cl)c(Cl)c1 | i | 0.12 | 48
CNC(=O)c1ccsc1NC(=O)CCCS(=O)(=O)c1ccc(C)cc1 | i | 0.063 | 56
Cc1c(C(=O)NCC(C)O)c(C(F)(F)F)nn1C1CCN(C(C)C)CC1 (stereo not drawn) | i | 0.085 | 63
Cc1cc(C(=O)Nc2ncc(Cc3ccccc3)s2)c(C)o1 | i | 0.095 | 54
COc1cccc(NC(=O)Nc2ccc(Nc3ccc(-n4ccc(C)n4)nn3)cc2)c1 | i | 0.13 | 64
CCN1CCc2c(sc(NC(=O)c3ccccc3)c2-c2nc3ccccc3s2)C1 | i | 0.15 | 69
CCn1nnc2c(Nc3ccc(Br)cc3F)ncnc21 | i | 0.13 | 58
Cc1ccc(-c2csc3ncnc(Nc4ccc5c(c4)OCCO5)c23)cc1 | i | 0.069 | 35
CC1CN(C)CCN1CC1CCN(C(=O)c2ccc(Cl)s2)CC1 (stereo not drawn) | i | 0.067 | 57
CSc1ccccc1NC(=O)C(=O)NCc1c(F)cccc1F | i | 0.073 | 77
O=C(NCCC1=CCCCC1)C(=O)NCC1CCN(C(=O)c2cc3ccccc3o2)CC1 | i | 0.1 | 65
COc1ccc2c(CC(=O)NC(C)c3ccccc3)cc(=O)oc2c1 (stereo not drawn) | i | 0.074 | 55
Cn1nc(-c2ccc(NC(=O)c3ccc(Br)o3)cc2)ccc1=O | i | 0.086 | 55
Cc1cc2cc(CNC(=O)NC3CCCCC3)ccc2n1C | i | 0.059 | 57
O=S(=O)(c1ccc(Oc2ccccc2Cl)cc1)N1CCCC1 | + | 0.071* | 95*
COCCn1c(NC(=O)Nc2cccc(OC)c2)c2ccccc2nc1=O | i | 0.076 | 64
O=C(c1cc(-c2ccco2)[nH]n1)N1CCN(Cc2nc(-c3ccccc3)cs2)CC1 | i | 0.13 | 53
CCC(=O)Nc1ccc(SCC(=O)NCc2cccs2)nn1 | i | 0.093 | 42
COc1ccc(CC(C)(O)CN)cc1 (stereo not drawn) | i | 0.051 | 50
Cc1c(Cl)cccc1N1CCN(S(=O)(=O)N2CCCCCC2)CC1 | i | 0.05 | 69
COC(CNC(=O)C(=O)Nc1c2c(nn1-c1ccccc1)CS(=O)(=O)C2)OC | i | 0.07 | 57
Cc1ccc(N2CCCn3c2nc2c3c(=O)n(CC(=O)c3ccccc3)c(=O)n2C)cc1C | i | 0.065 | 31
O=S(=O)(N1CCOCC1)N1CCN(C(c2ccccc2)c2ccccc2)CC1 | i | 0.078 | 59
CCCC(=O)Nc1cc(C(=O)N2CCCCCC2)cn(C)c1=O | i | 0.064 | 61
O=C(NCCC1=CCCCC1)C(=O)NCC(O)c1ccsc1 (stereo not drawn) | i | 0.12 | 36
COc1ccccc1NC(=O)C(C)N1C(=O)c2ccccc2S1(=O)=O (stereo not drawn) | i | 0.066 | 58
O=C(C1CC1)N1CCN(c2nccn2-c2ccccc2F)CC1 | i | 0.041 | 30
O=S(=O)(c1cccc(C(F)(F)F)c1)N1CCN(c2ccc(-c3ccco3)nn2)CC1 | i | 0.031 | 46
CN(C)C(CNS(=O)(=O)c1ccc(F)cc1)c1cccn1C (stereo not drawn) | i | 0.053 | 51
O=C(COc1ccc(Cl)cc1)Nc1ccc2c(c1)N(C(=O)c1ccco1)CC2 | i | 0.09 | 58
CC(=O)c1ccc(S(=O)(=O)N2CCN(c3ccc4nnc(C)n4n3)CC2)cc1 | i | 0.14 | 40
CCOc1ccc(-c2ccc(=O)n(CC(=O)NCc3ccccc3)n2)cc1 | i | 0.024 | 44
COc1ccc(S(=O)(=O)CCCC(=O)Nc2ccc(OC)cc2[N+](=O)[O-])cc1 | i | 0.13 | 54
O=C(NCc1cccs1)C(=O)NCC1COC2(CCCC2)O1 (stereo not drawn) | i | 0.093 | 33
Cc1ccc(Nc2ccc(NS(=O)(=O)c3ccccc3)cc2)nn1 | i | 0.13 | 55
CC(C)(NC(=O)c1cccs1)C(=O)N1CCN(CCO)CC1 | i | 0.13 | 51
CCOC(=O)C1CCCN(C(=O)c2cc(-c3cccc(OC)c3)nn2C)C1 (stereo not drawn) | i | 0.044 | 59
